High-throughput results deposited in PubChem BioAssay by National Center for Advancing Translational Sciences (NCATS).
ALDH1A1 inh – inhibitors of human aldehyde dehydrogenase 1A1; actives 7.3% (n = 220,000); Potency, µM (series often up to 75.3 µM), without a hit: top-dose activity, negative = inhibition, most hits filed as inhibitors; P00352; Purified ALDH1A1, NADH fluorescence, propionaldehyde substrate; active means well fitted inhibition curve with a large enough effect, not every such curve was filed as active; inconclusive means small, poorly fitted or top-dose-only effect, or another doubt; inactive means no such curve, though single readings can be large or run the other way;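 further: plate controls were no enzyme wells and a reference inhibitor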
RECQ1 inh – RECQ1 (human) helicase inhibition; P46063; actives 0.54% (n = 240,000); RECQ1 DNA unwinding, red fluorescence kinetic read; Potency, µM (titrated, usually from 57.3 µM), for inactives: at the highest dose activity, negative = inhibition, hits mostly inhibitors;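 further: plate controls were vehicle for no effect and no enzyme for full effect; nearly all actives have a fitted effect of over 30% in size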
Target sequence (P46063 whole entry, looked up): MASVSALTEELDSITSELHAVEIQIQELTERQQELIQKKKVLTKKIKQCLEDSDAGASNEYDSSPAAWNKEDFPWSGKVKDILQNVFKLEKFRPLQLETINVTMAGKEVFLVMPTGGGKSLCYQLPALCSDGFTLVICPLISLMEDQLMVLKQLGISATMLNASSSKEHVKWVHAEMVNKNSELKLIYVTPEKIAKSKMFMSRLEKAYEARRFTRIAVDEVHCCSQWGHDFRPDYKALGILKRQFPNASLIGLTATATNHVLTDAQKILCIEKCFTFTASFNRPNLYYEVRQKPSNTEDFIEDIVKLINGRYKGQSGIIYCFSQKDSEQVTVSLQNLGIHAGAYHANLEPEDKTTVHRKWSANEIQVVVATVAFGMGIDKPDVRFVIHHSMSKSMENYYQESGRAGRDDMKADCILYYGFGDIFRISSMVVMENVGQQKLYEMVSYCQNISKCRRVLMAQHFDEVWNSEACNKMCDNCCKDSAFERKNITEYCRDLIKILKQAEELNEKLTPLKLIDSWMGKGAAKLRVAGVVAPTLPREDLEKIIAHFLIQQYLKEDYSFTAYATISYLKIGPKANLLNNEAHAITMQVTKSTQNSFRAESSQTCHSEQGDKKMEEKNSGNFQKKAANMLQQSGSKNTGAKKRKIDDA
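50 nM RECQ1T1 preincubated 15 min with compound in Tris pH 8.0 buffer with MgCl2, DTT, Tween-20 and 2.5 ug/ml poly(dI-dC); started with 200 nM TAMRA/BHQ-2 forked duplex and 2 mM ATP. Unwinding read as fluorescence (525/598 nm), two reads 2 h apart.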
Lamin A splicing – modulators of lamin A splicing; Potency, µM (titrated, usually from 46.1 µM), for the others: top-dose ratio change, negative = inhibition, hits mostly inhibitors; actives 0.01% (n = 200,000); HeLa LMNA splicing GFP/RFP minigene ratio, 48 h; AID 1487; active means well fitted inhibition curve with a large enough effect in the signal ratio, with a control signal flat, not every such curve was filed as active; inconclusive means small, poorly fitted or top-dose-only effect, or effect the other way, or a change in a side signal; the % refers to the signal ratio; further: on the % scale 0 is the no-effect control and ±100 the full control effect
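Read-out is the ratio of GFP to DsRed2 object intensity, acquired by 488 nm laser-scanning cytometry on HeLa lamin A-EGFP minigene reporter cells. Compound incubation 48 hrs at 37 °C in Opti-MEM with 2% FBS; DMSO 0.5% final.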
TexasRed fluor – Texas Red fluorescence interference in TRb-SRC2 counter-screen. Potency, µM (doses to about 106 µM), inactives show top-dose fluorescence change, negative = quenching. TRb/SRC2 Texas Red total fluorescence interference. actives 0.29% (n = 280,000). AID 1479; active means well fitted curve in either direction with a large enough effect; inconclusive means small, poorly fitted or top-dose-only effect; further: on the % scale 0 is the no-effect control and ±100 the full control effect
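Human TRb ligand-binding domain at 0.6 uM with 20 nM Texas Red SRC2 peptide in Tris buffer containing 1 uM T3 and 5% DMSO, incubated with compound 5 h at ambient temperature. Total fluorescence (555/632 nm) calculated as parallel + 2 × perpendicular.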
KDM4E inh – JMJD2E (human) inhibition; Potency, µM (highest dose often 57.1 µM), for inactives: at the top dose activity change, negative = inhibition, usual class: inhibitors; JMJD2E catalytic domain, FDH-coupled NADH fluorescence (FDH is formaldehyde dehydrogenase); B2RXH2; AID 2147; actives 1.6% (n = 230,000); active means well fitted inhibition curve with a large enough effect, not every such curve was filed as active; inconclusive means small, poorly fitted or top-dose-only effect, or another doubt; inactive means no such curve, though single readings can be large or run the other way;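 further: 0% = wells with enzyme and -100% = buffer wells without enzyme; nearly all actives have a fitted effect of over 50% in size; many of its hits are not listed in these tables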
GoLoco inh red – inhibitors of human Gai1-RGS12 GoLoco interaction (red fluorophore); P63096; Potency, µM (titrated, usually from 61.6 µM), without a hit: top-dose activity, negative = inhibition, actives largely listed as inhibitors; actives 0.44% (n = 230,000); Gai1:RGS12 GoLoco peptide FP, rhodamine, 10 min; active means well fitted inhibition curve with a large enough effect, not every such curve was filed as active; inactive means no such curve, though single readings can be large or run the other way; further: on the % scale 0 is the no-effect control and ±100 the full control effect; nearly all actives have a fitted effect of over 30% in size; many of its hits are not listed in these tables
Target sequence (P63096 whole entry, looked up): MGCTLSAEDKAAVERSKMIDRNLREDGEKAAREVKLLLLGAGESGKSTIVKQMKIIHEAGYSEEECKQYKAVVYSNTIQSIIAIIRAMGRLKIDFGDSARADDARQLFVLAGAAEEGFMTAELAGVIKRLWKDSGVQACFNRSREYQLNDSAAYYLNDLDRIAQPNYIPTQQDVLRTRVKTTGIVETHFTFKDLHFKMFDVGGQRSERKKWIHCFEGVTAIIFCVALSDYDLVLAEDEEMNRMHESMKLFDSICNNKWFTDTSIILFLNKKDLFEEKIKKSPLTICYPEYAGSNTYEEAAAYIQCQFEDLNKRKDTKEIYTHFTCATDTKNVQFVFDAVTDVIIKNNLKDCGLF
TRb SRC2 PPI – inhibitors of human thyroid hormone receptor beta-SRC2 interaction; Potency, µM (top dose mostly 106 µM), for the others: top-dose activity change, negative = inhibition, actives largely listed as inhibitors; AID 1469; actives 0.065% (n = 280,000); TRbeta-SRC2 peptide binding, fluorescence polarization; receptor liganded with 1 µM T3; P10828;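 further: plate controls were bound peptide for no effect and peptide without receptor for full effect; nearly all actives have a fitted effect of over 50% in size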
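Fluorescence polarization of 20 nM Texas Red SRC2 peptide (20-aa NR interaction domain) bound to 0.6 uM human TRb ligand-binding domain, with 1 uM T3, after 5 hr at ambient temperature; inhibition seen as decreased polarization.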
SMN2 splice enh – increases expression of the SMN2 splice variant; AID 1458; Potency, µM (highest dose often 46.1 µM), inactives show at the highest dose activity change, positive = activation, most hits filed as activators; actives 2.8% (n = 210,000); HEK293 SMN2-luciferase splicing reporter, luminescence, 30-36 h; further: % of control where 0% means no effect; nearly all actives have a fitted effect of over 55% in size
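HEK293 cells carry an SMN2 minigene-luciferase reporter in which exon 7 inclusion puts luciferase in frame. Cells were seeded at 2000 cells/well, attached for 10-12 hours, then exposed to compounds for 30-36 hours at 37C before ONE-Glo luminescence.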
The depositor's hits bear a star; i = inactive; ? = inconclusive; . = no result given; [ ] = remark or other dose. Unless noted, the call rests on the fitted dose curve; in most records, active means well fitted curve in the direction sought with a large enough effect; inconclusive means small, poorly fitted or top-dose-only effect, or another doubt; inactive means no such curve, though single readings can be large; an effect the other way counts as inactive or inconclusive. Potency means the concentration at half of the fitted maximal effect.

#	SMILES	ALDH1A1 inh	RECQ1 inh	Lamin A splicing	TexasRed fluor	KDM4E inh	GoLoco inh red	TRb SRC2 PPI	SMN2 splice enh
1	Cn1c2ccccc2c2nnc(SCC(=O)NCc3ccoc3)nc21	0%	i	?	-2%	-6%	5%	3%	-7%
2	O=C(Cn1cnc2ccccc2c1=O)N1CCN(Cc2ccccc2)CC1	-12%	i	5%	1%	-1%	8%	-1%	11%
3	C[C@@]1(O)C(O)[C@@H](CO)O[C@H]1n1cnc2c(NC3CCCC3)nc(Cl)nc21 (stereo not given in full)	10%	-2%	.	-7%	2%	7%	1%	-6%
4	Cc1ccc(S(=O)(=O)N2CCN(c3ccccc3)CC2)cc1C(N)=O	3%	i	-16%[46 µM]	-5%	6%	-1%	-1%	-19%
5	Nc1nc(SCC(=O)c2ccc(Oc3ccccc3)cc2)n[nH]1	14µM*	3%	5%	1%	-22%	9%	-11%	24%
6	O=C(CSC1=NCCN1)Nc1cccc([N+](=O)[O-])c1	7%	-11%	31%[9.22 µM]	1%	2%	5%	-5%	-8%
7	O=S(=O)(c1ccc(Cl)cc1)N1CCN=C1SCc1cccnc1	-3%	i	.	-6%	-3%	9%	-2%	-15%
8	CCN1CCc2c(C#N)c(NCc3ccccc3)nc(NCCO)c2C1	?	-2%	0%	5%	?	-5%	-6%	-11%
9	COC(=O)N1CC(c2ccccc2)CC1=O (stereo not given)	14%	-7%	-2%	0%	1%	7%	1%	-9%
10	Cc1cccn2c(=O)c(C=NCc3ccco3)c(Nc3ccc(SC(F)F)cc3)nc12	11%	-4%	6%[0.0737 µM]	3%	6%	6%	-2%	10%
11	O=C(CN1CCN(c2ccc(F)cc2)CC1)Nc1cccc(C(F)(F)F)c1	?	-9%	?	-1%	-4%	0%	-7%	-22%
12	COCCNC(=O)c1ccc(N2CCC3(CC2)OCCO3)c([N+](=O)[O-])c1	?	-4%	-12%	-1%	-7%	3%	-4%	1%
13	CCN(CC(=O)Nc1ccc2c(c1)OCCO2)C(=O)/C=C/c1ccc(F)cc1	4%	-4%	.	0%	0%	8%	-5%	23%
14	CCc1nc(SCCO)c2oc3ccccc3c2n1	2%	i	7%	1%	-3%	5%	7%	-10%
15	Cc1cccc(Cn2c(=O)c3c(nc4n3CCN4Cc3ccco3)n(C)c2=O)c1	?	-3%	-12%	-5%	-11%	-5%	3%	-9%
16	CCOc1cc2[nH]c(=O)n(CC3CCC(C(=O)NCCCOC)CC3)c(=O)c2cc1OCC (stereo not given)	?	-12%	2%	0%	?	4%	-7%	1%
17	O=C(c1cnccn1)N(c1ccccc1)C1(C(=O)NC2CCCC2)CCCCC1	9%	-1%	1%	-1%	6%	-7%	7%	?
18	COc1cccc(CNC(=O)Cc2ccc(Br)cc2)c1	10%	-7%	-9%	-1%	0%	2%	4%	17%
19	C=C1CCC(O)C/C1=C/C=C1\CCC[C@@]2(C)C(C(C)/C=C/C(C)C(C)C)CC[C@@H]12 (stereo not given in full)	-3%	16%	.	1%	-4%	-1%	1%	-5%
20	Cc1ccc(C2=CC(c3ccc(N(C)C)cc3)n3nnnc3N2)cc1 (stereo not given)	?	-5%	4%	-4%	?	2%	-2%	-14%
21	COc1ccc2oc3cc(C)[n+]([O-])c(-c4ccc(Cl)cc4)c3c2c1	?	-14%	-3%	1%	3%	7%	-3%	.
22	Cc1cccc(-n2[nH]c3c4c(ccc3c2=O)C(=O)c2ccccc2C4=O)c1	-1%	-12%	-15%	-8%	-1%	0%	-6%	8%
23	Cc1nn(C)c(C)c1S(=O)(=O)N(CC(=O)Nc1nccs1)c1ccc(C(C)C)cc1	10%	2%	-9%	-7%	3%	6%	4%	-30%
24	Cc1c(C(=O)NCc2cccnc2)oc2ccc(S(=O)(=O)N3CCCCCC3)cc12	-6%	-11%	?	-1%	3%	-2%	-8%	-62%[inhibitor]
25	COC(=O)c1c(NC(=O)CC2Sc3ccc(C(F)(F)F)cc3NC2=O)sc(C)c1C (stereo not given)	16%	17%	-5%	1%	9%	6%	7%	3%
26	N#Cc1ccc(NC(=O)COC(=O)C2=COCCO2)cc1	-8%	i	7%	-2%	1%	-8%	5%	-2%
27	OC1CC(c2ccco2)NC2(CCCCC2)C1 (stereo not given)	?	-3%	-10%	4%	22µM*	-3%	-20%	3%
28	CSc1nnc(Cn2c(=O)sc3ccccc32)n1-c1cccc(Cl)c1	1%	-3%	-3%	0%	8%	1%	3%	-11%
29	CC(C)CC(=O)OCC(=O)Nc1ccccc1Sc1ccccc1	1%	-6%	15%	1%	2%	5%	-4%	-9%
30	CN1CCN(CC(=O)N(C)c2nc(-c3ccccc3)cs2)CC1	7%	1%	?	-3%	6%	7%	-2%	-35%[inhibitor]
31	CCN(CC)C(=O)CSc1nnnn1-c1ccc(F)c(Cl)c1	8%	-11%	.	-1%	-1%	-6%	7%	-59%[inhibitor]
32	CC(=O)N/C(=C/c1ccc([N+](=O)[O-])cc1)C(=O)O	7%	i	.	4%	2%	2%	-5%	.
33	COc1cccc(CNCCc2c[nH]c3ccccc23)c1OCc1ccccc1F	-6%	-2%	?	-3%	8%	1%	5%	-92%[inhibitor]
34	COc1ccc2nc(SCC(=O)Nc3ccc(S(=O)(=O)Nc4nccc(C)n4)cc3)[nH]c2c1	?	-5%	3%	-2%	-3%	17%	-1%	-14%
35	CC(C)(C)NC(=O)CSc1nnc(CN2CCCCCC2=O)n1-c1ccccn1	-2%	i	-4%	-1%	11%	-4%	0%	-3%
36	O=C(CN1C(=O)NC2(CCCCCCC2)C1=O)NC1CCCc2ccccc21 (stereo not given)	-4%	-3%	-10%	-16%	-3%	-4%	4%	-8%
37	N#Cc1ccsc1NC(=O)CN1CCN(S(=O)(=O)c2ccc3ccccc3c2)CC1	?	i	?	0%	-4%	3%	1%	-26%
38	Cc1ccc(OCCn2cc(/C=C3\C(=O)NN(c4ccccc4)C3=O)c3ccccc32)cc1	-2%	-16%	-13%	0%	-4%	9%	-3%	-18%
39	COc1ccc(CCNC(=O)COC(=O)c2cc(OC)c(OC)cc2OC)cc1	5%	i	-16%[46 µM]	-5%	-1%	4%	-5%	1%
40	O=C(CCl)N(C/C=C/c1ccccc1)c1ccc2c(c1)OCCO2	0.79µM*	-15%	?	-1%	-13%	13%	-1%	-16%
41	COc1ccc(N2CCN(Cc3cc4c(cc3O)CCC4)CC2)cc1	-11%	-7%	?	2%	-5%	-4%	-2%	-8%
42	COc1cccc(CC2(CO)CCCN(Cc3[nH]c4ccc(C)cc4c3C)C2)c1 (stereo not given)	22µM*	-1%	.	-3%	-13%	6%	-1%	.
43	Cc1ccccc1NC(=O)Nc1ccccc1Br	7%	-1%	-11%	-5%	1%	3%	-2%	-18%
44	c1ccc(Nc2ncnc3sc4c(c23)CCC4)cc1	3%	-7%	-10%	-2%	-9%	10%	-5%	-27%
45	COCCN(Cc1cc2cc(C)ccc2n2nnnc12)C(=S)Nc1ccccc1C	-6%	-21%	-4%[46 µM]	-8%	-2%	5%	-3%	-32%[inhibitor]
46	CCOC(=O)CSc1ncc(-c2ccc([N+](=O)[O-])cc2)[nH]1	-1%	i	2%	-2%	3%	-11%	2%	16%
47	Cc1ncc(CO)c2c1OC(C)(C)OC2	9%	-5%	2%	-3%	1%	5%	-7%	-3%
48	COc1ccc(-n2c(=O)c(CCc3ccccc3)nc3cnc(N(C)C)nc32)cc1	?	-4%	.	.	.	21%	.	4%
49	Cc1cc(C(=O)N2CCCC(C(=O)c3ccc4ccccc4c3)C2)nn1C (stereo not given)	?	-2%	.	-3%	?	7%	-5%	.
50	CC(C)NC(=O)C1CCCN(S(C)(=O)=O)C1 (stereo not given)	13%	i	-3%	2%	-2%	-10%	-19%	-5%
51	C=CCn1c(SCC(=O)Nc2ccc3c(c2)OCO3)nnc1-c1cc(Br)ccc1O	12%	-10%	?	0%	-13%	0%	-8%	-15%
52	CC(C)CCn1c(=S)[nH]c2ncccc2c1=O	14%	-6%	13%	-6%	2%	1%	-3%	-11%
53	Cc1ccc(-c2[nH]c3cc(C(N)=O)ccc3c(=O)c2O)cc1	.	i	.	-2%	?	6%	1%	.
54	COn1c(=O)c(-c2ccc(Cl)cc2)[n+]([O-])c2ccccc21	?	1%	2%	-4%	?	-17%	0%	.
55	COc1cccc(-c2nc(N3CCC(C)CC3)c3ccccc3n2)c1O	3%	i	0%	-3%	-3%	.	1%	.
56	Cc1ccc(CN2CN(S(=O)(=O)c3cccs3)c3nc4ccccc4nc32)cc1	?	9%	?	-1%	?	-15%	-21%	4%
57	Cc1cc(=O)oc2cc3c(cc12)OCCN3	?	-3%	8%	-2%	?	4%	8%	19%
58	COCc1cc(/C=N\NC(=O)COc2ccccc2)ccc1OC	7%	-2%	6%	1%	-4%	5%	1%	-10%
59	CCC(=O)c1ccc(OCC(=O)c2ccc3c(c2)NC(=O)CO3)cc1	4%	-6%	.	-2%	12%	2%	-7%	.

The list is partial (hit frequency here may not be typical).
